Screens: PubChem BioAssay, Broad Institute
CASP6 VEID inh: blocks human caspase-6 cleavage activity; purified caspase-6, Z-VEID-R110 cleavage fluorescence; inhibition, % at 12.5 µM; P55212; actives 0.53% (n = 350,000);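 active = mean inhibition across replicates at least about 35%, with every replicate also reaching that limit, limit read from the data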;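 also: 0% = median of neutral control wells and 100% = no fluorescence left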
Target sequence (P55212 24-179 limits assumed): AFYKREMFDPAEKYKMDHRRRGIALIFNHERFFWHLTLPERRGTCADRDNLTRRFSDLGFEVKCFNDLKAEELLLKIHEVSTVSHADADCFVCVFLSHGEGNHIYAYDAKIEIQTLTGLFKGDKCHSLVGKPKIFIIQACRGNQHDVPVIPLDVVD
Target sequence (P55212 194-293 limits assumed): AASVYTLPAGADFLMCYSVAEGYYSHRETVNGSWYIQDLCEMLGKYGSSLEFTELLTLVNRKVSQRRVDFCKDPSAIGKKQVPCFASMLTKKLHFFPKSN
EWS-Fli block: blocks EWS/Fli oncoprotein-driven transcription; inhibition, % at 12.6 µM; actives 0.67% (n = 350,000); AID 651661; A673 NR0B1-luciferase reporter, viability-normalised;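 active = mean inhibition of at least 50% after viability correction, with every replicate also passing that limit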;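 also: firefly luciferase signal divided by Alamar Blue viability fluorescence both relative to DMSO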
miR-122 sensor: blocks miR-122 activity in Huh7 sensor cells. actives 0.3% (n = 340,000). activation (reporter increase), % at 12.5 µM. Huh7 miR-122 Renilla luciferase sensor, 48 h; neutral wells = 0, positive control = 100. AID 602342;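 active = mean replicate activation score at least 90 and every replicate individually at or above 90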;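 also: higher luciferase means less miR-122 activity so hits act as miR-122 inhibitors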
PAX8 inh HTS: inhibitors of PAX8 transcriptional activity in RMG-I cells; AID 652154; RMG-I TPO-luciferase reporter, SteadyGlo, 24 h; inhibition, % at 12.6 µM; actives 1.2% (n = 360,000);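 active = mean replicate inhibition at least 60% with every replicate also reaching 60%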;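 also: luciferase light reporting Pax8 driven TPO promoter activity; plate controls were median of neutral control wells for no effect and mitoxantrone controls for full effect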
LGR2 antag: inhibitors of bursicon-induced Drosophila LGR2 receptor cAMP signaling; inhibition, % at 9.99 µM; actives 0.35% (n = 380,000); HEK293 LGR2, CRE-luciferase, bursicon-stimulated, 4 h;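 active = drop in luminescence signal, shown as inhibition above about 50% in the replicate tests, limit read from the data, passing the limit was not always enough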;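 also: agonist challenge used bursicon conditioned medium at about half maximal strength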
PGC1a acetyl inh: modulators of PGC1a acetylation | actives 0.17% (n = 350,000) | inhibition, % at 15.6 µM | U2OS PGC1a acetylation, AlphaScreen anti-acetyl-lysine; with virally co-expressed GCN5 acetyltransferase | AID 651687;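 active = every replicate shows inhibition of at least 40%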;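 also: 0% = neutral control wells and 100% = positive control wells; some results beyond the cut were filed as inactive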
FN deposition inh: fibronectin deposition inhibition. AH1F fibroblasts, Alexa488-fibronectin deposition fluorescence, overnight. inhibition, % at 12.6 µM. actives 0.086% (n = 350,000). AID 743247;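 active = mean inhibition across replicates of 30% or more, regardless of how many single replicates reach that level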;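 also: positive control wells lacked labelled fibronectin entirely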
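Assay system: AH1F fibroblasts / Quantity: 10000 cells per well / Medium: DMEM plus 2% serum, read in PBS / Reagent: labelled fibronectin 24 nM / Dosing: single dose, pinned / Times: 1 h cell attachment, overnight exposure to compound and label / Signal: fluorescence, ex 485 nm, em 525 nm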
Cneo AK release: causes C. neoformans cell lysis. adenylate kinase release luminescence, 4 h; normalised: neutral wells 0, clomiphene wells 100. lysis activity, % at 15 µM. actives 0.2% (n = 360,000);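 active = mean lysis activity across replicates of at least 80%, whatever share of replicates individually reach that level; inactive = mean lysis activity below 80%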
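read-out = cell lysis signal | test system = log-phase Cryptococcus neoformans yeast cells | input = cells at 5 × 10^6 per mL | medium = fresh YPD growth medium | signal = luminescent adenylate kinase detection reagent | timing = 4 h at 37 °C static, read 1 h later | dosing = single dose | controls = Clomiphene as positive lysis control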
* hit, by the source's call; nt = no result given; [ ] = another dose, or the depositor's remark.

SMILES	CASP6 VEID inh	EWS-Fli block	miR-122 sensor	PAX8 inh HTS	LGR2 antag	PGC1a acetyl inh	FN deposition inh	Cneo AK release
Cc1cc(C(=O)O)c(CSCc2cc(C(=O)O)oc2C)o1	7	6	-3	nt	8	7	nt	1
CCc1ccccc1Nc1nn2c(=O)c3ccc(C(=O)NCc4ccccn4)cc3nc2s1	-1	nt	nt	6	-4	nt	-5	0
CCCCCCN1CCN(C2CN(Cc3ccccc3)S(=O)(=O)C2)CC1 (configuration not stated)	-9	-13	1	-5	-9	14	4	-1
CN(C)CCCNC(=O)C[C@@H]1C=C[C@H](NC(=O)Cc2cccnc2)[C@H](CO)O1	4	-4	16[16.7 µM]	-7	-3	-14	4	1
CCC1(c2ccc(F)cc2)NC(=O)N(CC(=O)NC2CCCCCC2)C1=O (configuration not stated)	-1	7	-4	1	-17	6	-22	-1
CCCOc1ccc(N2C(=O)CC(N(C(=O)c3ccco3)c3ccc(OCCC)cc3)C2=O)cc1 (configuration not stated)	nt	nt	4	nt	-1	-4	-3	0
Cc1nc(-c2ccccc2)sc1C(=O)/C=C/N(C)C	10	-28	nt	12	-28	-1	-6	nt
O=C(NCC(c1ccc(F)cc1)N1CCOCC1)c1ccc(OCc2ccccc2)cc1 (configuration not stated)	0	5	-1	-4	6	-4	-1	-1
CN(C)C(=S)SCC(=O)Nc1cccc(C(F)(F)F)c1	0	6	-4	-9	-3	-1	1	0
CCc1nc2ccccc2c(C(=O)OCC(=O)NCCCN2CCCC2=O)c1C	-3	nt	-6	nt	nt	-9	18	0
C[C@H]1CCCCO[C@@H](CN(C)C(=O)Cc2ccccc2)[C@@H](C)CN([C@@H](C)CO)C(=O)c2cc(NS(=O)(=O)c3ccccc3)ccc2O1	1	8	-1[16.7 µM]	16	17	2	-5	-2
CC1CCN(CCCNC(=O)c2ccc(CS(=O)(=O)Cc3ccc(Cl)cc3)o2)CC1	-32	-6	1	4	8	-26	0	-12
CCOC(=O)COc1ccc(S(=O)(=O)N2CCN(c3ccc(F)cc3)CC2)cc1	nt	nt	-11	nt	5	2	0	-1
CN1CCN(C(=O)C[C@H]2CC[C@@H]3[C@@H](COc4ccc(NC(=O)C5CCCC5)cc4C(=O)N3C)O2)CC1	0	-3	nt	1	-3	nt	-6	nt
COc1cc([N+](=O)[O-])ccc1Nc1nc(C)cc(C)n1	4	-19	1	6	7	10	4	0
COc1cccc(/C=N/c2nc3ccccc3[nH]2)c1O	1	-1	-8	-3	-2	5	0	3
COc1cc(Br)c(-c2sc(Nc3ccccc3)n[n+]2-c2ccc(F)cc2)cc1OC	-3	10	12	0	-25	6	-4	-1
CCOc1ccc(NC(=S)NC(=O)C2CCCC2)cc1	3	nt	-3	-69	-24	nt	-2	60
C/C(CC(=O)Nc1ccccn1)=N\NC(=O)c1cnccn1	3	42	nt	-13	7	nt	5	nt
COc1ccc(C2NC(c3ccc(OC)cc3)C(C)C(=O)C2C)cc1 (configuration not stated)	nt	-6	-4	-5	5	nt	-2	5
CCCCC(CCC(=O)Nc1ccn(-c2ccccc2)n1)C(=O)O (configuration not stated)	-1	5	18	3	12	0	8	0
Cc1cccc(N(CC(=O)N2CCN(C)CC2)S(=O)(=O)c2ccccc2)c1	-1	1	-3	-6	5	3	-14	nt
Cc1cccc(C)c1C(O)c1ncc(-c2cccc(C(F)(F)F)c2)[nH]1 (configuration not stated)	4	-5	5	2	4	-3	nt	-1
O=C(Nc1ccccc1)Nc1ccccc1C(=O)NCc1ccco1	nt	nt	-4	nt	3	-3	nt	-1
COC(=O)COc1cccc(NC(=O)C(c2ccccc2)c2ccccc2)c1	4	29	-1	-9	-12	22	-6	0
O=C(NCc1ccccn1)c1cccc(NS(=O)(=O)c2ccccc2)c1	1	1	39	-1	0	nt	-4	1
COc1cccc(C2N(c3ccc(Cl)cc3)C(=O)C3CCCN32)c1 (configuration not stated)	-1	-2	-1	2	3	nt	-10	0
C[C@@H]1CN([C@@H](C)CO)C(=O)c2cc(NS(=O)(=O)c3cccs3)ccc2O[C@@H](C)CCCCO[C@H]1CN(C)S(=O)(=O)c1cccs1	1	-18	8[16.7 µM]	-3	19	-7	-20	1
Cc1ccc(C(=O)NCCC2=CCCCC2)cc1S(=O)(=O)N1CCOCC1	2	-23	nt	-62	-16	nt	12	nt
O=c1[nH]c2ccccc2c(O)c1-c1cc2ccccc2oc1=O	-1	-6	nt	3	11	nt	1	nt
CCOCC(=O)Nc1cc(C(=O)Nc2ccccc2)ccc1Cl	nt	nt	2	nt	nt	3	-2	-2
O=C(O)CCC(=O)NC1CCCCCCC1	nt	nt	-5	-11	nt	3	4	0
O=S(=O)(NC[C@@H]1CC[C@H]2[C@H](CN2Cc2cccc(-c3ccccn3)c2)O1)c1ccccc1	2	11	nt	-15	nt	-9	nt	nt
Cn1c(=O)c2c(nc(N/N=C/c3cccs3)n2C)n(C)c1=O	-6	-12	1	-18	nt	5	1	-6
CCn1c2ccccc2c2cc(NC(=O)CN(C)CC(=O)Nc3ccc(N4CCOCC4)cc3)ccc21	2	-4	nt	13	6	nt	8	nt
CC1(C)O[C@@H](CC(=O)O)[C@]23CO[C@H](C(=O)[C@]4(C)C2CC[C@@]2(C)[C@H](c5ccoc5)OC(=O)C5O[C@]524)[C@@H]13 (some centres not stated)	0	-32	nt	-1	4	nt	5	6
Cc1csc(SCC(=O)c2ccc(S(=O)(=O)N3CCOCC3)cc2)n1	nt	nt	-5	-19	nt	2	13	1
C(=N\Nc1nc2ccccc2[nH]1)/c1ccc2c(c1)OCO2	1	-117	nt	-195	-131	nt	-2	nt
C[C@@H]1CCCCO[C@H](CN(C)Cc2ccc3c(c2)OCO3)[C@H](C)CN([C@@H](C)CO)C(=O)c2cc(NC(=O)Nc3cccc4ccccc34)ccc2O1	nt	12	-3[16.7 µM]	23	-3	-10	nt	3
CC(=O)Nc1ccccc1-c1cn(CC(=O)N2CCOCC2)nn1	-1	-8	nt	-2	nt	10	nt	2
CN1C(=S)SC(/[N+]([O-])=C\c2ccccc2)C1(C)C (configuration not stated)	nt	nt	1	-1	nt	5	0	7
C[C@@H]1CN([C@@H](C)CO)C(=O)Cc2cc(NS(C)(=O)=O)ccc2O[C@H]1CN(C)Cc1ccc(C(F)(F)F)cc1	2	-3	-5[16.7 µM]	36	5	2	-1	6
O=C(CCNS(=O)(=O)c1ccccc1Cl)N1CCN(c2ccccn2)CC1	-2	-3	6	-19	-8	3	-8	1
O=C(COc1ccc(Cl)cc1Cl)N/N=C/c1ccc[nH]1	0	-15	-9	-21	-19	-10	7	1
F[B-](F)(F)COCc1ccccc1Br	4	10	-5	-1	-41	10	13	5

Part of the list above in order of number of heavy atoms, high to low:
SMILES	CASP6 VEID inh	EWS-Fli block	miR-122 sensor	PAX8 inh HTS	LGR2 antag	PGC1a acetyl inh	FN deposition inh	Cneo AK release
CCCOc1ccc(N2C(=O)CC(N(C(=O)c3ccco3)c3ccc(OCCC)cc3)C2=O)cc1 (configuration not stated)	nt	nt	4	nt	-1	-4	-3	0
CC1CCN(CCCNC(=O)c2ccc(CS(=O)(=O)Cc3ccc(Cl)cc3)o2)CC1	-32	-6	1	4	8	-26	0	-12
O=C(Nc1ccccc1)Nc1ccccc1C(=O)NCc1ccco1	nt	nt	-4	nt	3	-3	nt	-1
CC(=O)Nc1ccccc1-c1cn(CC(=O)N2CCOCC2)nn1	-1	-8	nt	-2	nt	10	nt	2

Other results.
SMILES	CASP6 VEID inh	EWS-Fli block	miR-122 sensor	PAX8 inh HTS	LGR2 antag	PGC1a acetyl inh	FN deposition inh	Cneo AK release
Cc1noc(C)c1S(=O)(=O)Nc1ccc2c(c1)C(=O)N([C@@H](C)CO)C[C@H](C)[C@@H](CN(C)C(=O)CCC(F)(F)F)OCCCC[C@H](C)O2	4	5	-6[16.7 µM]	12	5	8	nt	-3
CN1CCN(c2ccc(NC(=O)COc3ccc4ccccc4c3)cc2)CC1	-7	22	-14	-59	2	nt	4	0
CCOC(=O)COc1cc(=O)n(CC)c2ccccc12	nt	nt	-2	4	nt	5	-8	1
CC(=O)NCCNC(=O)c1oc2ccccc2c1CSc1ncn[nH]1	nt	8	1	1	6	-4	2	0
CCOC(=O)CSc1nnc(CNC(=O)c2ccc(OC)cc2)n1Cc1ccccc1	nt	nt	-5	1	nt	-7	6	0
Cc1ccc(S(=O)(=O)Nc2ccc3c(c2)C(=O)N([C@@H](C)CO)C[C@H](C)[C@@H](CN(C)Cc2ccc4c(c2)OCO4)OCCCC[C@@H](C)O3)cc1	-5	-2	-12[16.7 µM]	27	17	nt	nt	3
Cc1cc(=O)[nH]c(SC/C=C/c2ccccc2)n1	nt	nt	-4	nt	25	-2	6	-1
CCC(=O)NC[C@@H]1[C@H](c2ccccc2)[C@H](CO)N1C(=O)C1CC1	4	-1	42[16.7 µM]	-26	15	-1	-2	23
CCCCOc1ccc(Cc2cnc(N)nc2N)cc1	-7	-9	-4	12	nt	1	4	0
Cc1ccc2cc(CCNC(=O)C3CCCC3)c(=O)[nH]c2c1	-5	-16	2	-10	30	3	-2	-2
Cc1ccc(OCCn2cc(/C=C/C(=O)O)c3ccccc32)cc1	-1	5	nt	13	-2	nt	8	-1
CCc1nonc1NC(=O)c1oc2ccc(Br)cc2c1C	-2	-35	-1	-17	12	-2	12	-1
COc1ccc(N2CCN(C(=O)c3oc4ccccc4c3NC(=O)Cc3cccc(OC)c3)CC2)cc1	2	14	32	26	13	-8	-2	-1
CCN(C(=O)COc1ncnc2scc(-c3ccc(F)cc3)c12)C1CCS(=O)(=O)C1 (configuration not stated)	nt	nt	-3	nt	nt	5	-6	3
Cc1cc(C)c2[nH]c(=O)c(CN(CC3CCCO3)S(=O)(=O)c3ccc4c(c3)OCCO4)cc2c1 (configuration not stated)	nt	nt	8	nt	6	6	-9	5
CN1CCN(Cc2nc3c(c(=O)n(C)c(=O)n3C)n2CCCc2ccccc2)CC1	nt	nt	3	-3	nt	-2	5	1
O=C(Nc1cccnc1)c1cc([N+](=O)[O-])ccc1Cl	1	0	nt	0	0	14	7	nt
Cc1ccc(-c2nc(SCC(=O)c3c(N)n(C)c(=O)n(C)c3=O)n[nH]2)cc1	-1	-8	nt	-7	-4	nt	nt	nt
CN(C)CCNC(=O)Cn1ccc2cc(S(=O)(=O)N3CCCCC3)ccc21	-17	-6	-3	-7	0	1	5	-3
CCc1cccc(NC(=O)CC2SC(N3CCCC3)=NC2=O)c1 (configuration not stated)	1	4	-11	-11	nt	-8	-8	-1
CC1CCC(NC(=O)CCS(=O)(=O)c2ccc3c(c2)oc(=O)n3C)CC1 (configuration not stated)	3	1	-9	-2	39	11	-2	2
Cc1ccc(S(=O)(=O)Nc2ccc3c(c2)C(=O)N([C@H](C)CO)C[C@H](C)[C@H](CN(C)S(=O)(=O)c2ccc(C)cc2)O3)cc1	0	-5	-3[16.7 µM]	7	2	-4	nt	0
CC(CO)Nc1nc(SCc2ccccc2)nc2sc3c(c12)CCC3 (configuration not stated)	nt	nt	25	-8	nt	nt	0	-1
COc1cc(C(=O)NC2CCN(CC(=O)NC3CCCCC3)CC2)cc(OC)c1OC	12	1	-5	9	5	-5	4	nt
Cc1noc(NS(=O)(=O)c2ccc(NC(=O)CSc3nc4ccccc4[nH]3)cc2)c1C	10	8	2	nt	0	1	nt	1
O=c1oc2ccccc2c(O)c1/C=N/c1ncccn1	nt	nt	2	nt	nt	13	-4	-2
CC(=O)c1ccc(S(=O)(=O)NC2CCCCCCC2)cc1	13	1	51	-3	11	5	-1	0
